# Statin myotox sup – suppression of simvastatin myotoxicity; C2C12 myotubes + simvastatin, ATP luminescence, 48 h; scaled: DMSO 0, geranylgeraniol control 100; rescue of ATP level, % at 7.49 µM; 0.78% of 330,000 active; AID 602340;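 active means mean ATP rescue above about 67%, or every replicate alone reaching that limit, limit read from the data, passing the limit was not always enough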;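 further: myotubes were challenged with 10 µM simvastatin during compound exposure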
# ARNT TACC3 PPI – ARNT/TACC3 interaction disruption | AlphaScreen His-ARNT PAS-B/GST-TACC3 binding, luminescence; TACC3 fragment carries E629A point mutation | Q9Y6A5 | 0.66% of 390,000 active | inhibition, % at 9.99 µM;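 active means mean inhibition of replicates at least 50% and at least half of replicates each reaching 50%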;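 further: 0% = complete ARNT plus TACC3 wells and 100% = ARNT alone without TACC3; many hits fall short of the cut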
# PGC1a acetyl inh – lowers PGC1a acetylation signal in U2OS cells | inhibition, % at 15.6 µM | 0.17% of 350,000 active | AlphaScreen anti-acetyl-lysine; with virally co-expressed GCN5 acetyltransferase | AID 651687;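 active means every replicate shows inhibition of at least 40%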;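 further: 0% = neutral control wells and 100% = positive control wells; some results beyond the cut were filed as inactive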
# PAX8 reporter – inhibitors of PAX8 transcriptional activity in RMG-I cells; RMG-I TPO-luciferase reporter, SteadyGlo, 24 h; AID 652154; 1.2% of 360,000 active; inhibition, % at 12.6 µM;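 active means mean replicate inhibition at least 60% with every replicate also reaching 60%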;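 further: luciferase light reporting Pax8 driven TPO promoter activity; plate controls were median of neutral control wells for no effect and mitoxantrone controls for full effect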
# GSIS activator – GLuc luminescence reporter in INS-1E cells, primary screen for activators of glucose-dependent secretion of insulin; activation, % at 16.6 µM; 0.61% of 370,000 active; AID 743287; INS-1E GLuc reporter insulin secretion, 2-3 h;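 active means lowest replicate activation of at least 40%, so every replicate reaches that level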;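 further: 0% = median of neutral control wells and 100% = median of IBMX positive control wells; some compounds called inactive have numbers as strong as hits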
# LGR2 antag – blocks bursicon-induced cAMP signaling via Drosophila LGR2; HEK293 LGR2, CRE-luciferase, bursicon-stimulated, 4 h; inhibition, % at 9.99 µM; 0.35% of 380,000 active;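 active means drop in luminescence signal, shown as inhibition above about 50% in the replicate tests, limit read from the data, passing the limit was not always enough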;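 further: agonist challenge used bursicon conditioned medium at about half maximal strength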
# Cneo AK release – Cryptococcus neoformans lysis via adenylate kinase release; C. neoformans lysis, adenylate kinase release luminescence, 4 h; normalised: neutral wells 0, clomiphene wells 100; lysis activity, % at 15 µM; 0.2% of 360,000 active;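 active means mean lysis activity across replicates of at least 80%, whatever share of replicates individually reach that level; inactive means mean lysis activity below 80%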
#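 Assay system: Cryptococcus neoformans yeast cells / Dosing: single-point compound dose / Timing: 4 h at 37 °C static, read 1 h later / Measured by: luminescence of released adenylate kinase using an AK detection reagent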
# PglD inh – blocks C. jejuni PglD acetyltransferase activity. inhibition, % at 12.5 µM. AID 602405. 0.098% of 360,000 active. purified PglD enzyme, DTNB colorimetric CoA detection; in the data active means inhibition above about 16%, passing the limit was not always enough; further: strong numbers were not always called active
# * = called active by the depositor; / = not tested or not shown; & = joins results of further samples.
SMILES,Statin myotox sup,ARNT TACC3 PPI,PGC1a acetyl inh,PAX8 reporter,GSIS activator,LGR2 antag,Cneo AK release,PglD inh
COc1ccc(C(C2C(=O)CC(C)(C)CC2=O)C2C(=O)CC(C)(C)CC2=O)cc1COCC(F)(F)F,/,-7,-1,/,9,-3,6,13
CC(OC(=O)c1ccc(Cl)cc1)C(=O)NCC1CCCCC1 (stereo not drawn),-2,/,-8,27,/,/,-1,5
COc1cc(/C=N/NC(=O)c2cnccn2)cc(OC)c1OC,/,8,-4,29,26,6,2,16
CC(C)N(C(=O)Cn1c(SCC(=O)NCc2ccc3c(c2)OCO3)nc2ccccc21)C(C)C,-7,0,-27,/,/,/,1,1
O=C(CN1C(=O)/C(=C/c2ccc(C(F)(F)F)cc2)Sc2ccccc21)NCCCN1CCOCC1,15,4,/,-4,-19,10,3,-2
C[C@@H]1CN([C@H](C)CO)C(=O)CCCn2nncc2CO[C@H]1CN(C)Cc1ccc(-c2ccccc2)cc1,-8&51&18,2,3&4&1,9&26&9,3&-12,1&-27,-1,5
O=C(Cn1cc(C(F)(F)F)ccc1=O)N/N=C/c1cccc(Cl)c1Cl,0,-1,18,12,6,2,-2,5
COc1cccc(NC(=O)N2CC(=O)N3[C@H](C2)[C@@H](c2ccc(C#CC4CCCCC4)cc2)[C@@H]3CO)c1,/,/,-6,-31,3,8,/,/
C[C@H]1CN([C@@H](C)CO)C(=O)c2cc(NC(=O)NC3CCCCC3)ccc2O[C@H]1CN(C)C(=O)Nc1ccc(F)cc1,12,-5,4,-16,9,-12,2,5
COc1cccc(S(=O)(=O)N2CCCCN3[C@H](CO)[C@H](c4ccc(C#CC5CC5)cc4)[C@H]3C2)c1,-10,21,-3,12,-23,0,0,-5
COCC(=O)N1[C@@H](CO)[C@H](c2ccccc2)[C@@H]1CNC(=O)c1ccccn1,14,-7,10,-2,15,7,-1,3
O=C(OCn1nnc2ccccc2c1=O)C1CCCCC1,-1,-3,-5,/,/,/,1,-6
N#CCCN1CCN(C(=S)c2ccc(-c3ccc(Cl)cc3)o2)CC1,-1,24,0,/,-4,-39,0,1
CCC(=O)N1CCc2cc(Br)cc(S(=O)(=O)CCC(=O)N(CC)CC)c21,-3,1,13,-4,3,-7,5,-1
CS(=O)(=O)Nc1ccc(C2=NN(C(=O)c3ccco3)C(c3ccccc3F)C2)cc1 (stereo not drawn),/,0,/,7,12,4,/,/
Cc1cccc(NC(=O)CSC(N)=O)c1C,27,7,-10,/,/,/,-1,3
COc1ccccc1C(=O)OCC(=O)Nc1cccc(S(=O)(=O)NC2=NCCCCC2)c1,1,1,-2,-3,7,-1,1,-6
O=C(Nc1cc(C(F)(F)F)ccc1N1CCOCC1)c1n[nH]c(=O)c2ccccc12,/,-4,/,4,36,/,-5,-2
COCCNC(=O)C[C@H]1CC[C@@H]2[C@H](COC[C@H](O)CN2Cc2cccc(-c3ccncc3)c2)O1,41,-1,5,1,27,-2,0,-6
Cc1nnsc1S(=O)c1ccc(Cl)c(Cl)c1 (stereo not drawn),6,-5,-17,36,-2,15,-1,4
O=C(COC(=O)C12CC3CC(CC(Br)(C3)C1)C2)Nc1ccc2[nH]c(=O)[nH]c2c1,0,1,4,20,17,3,-1,8
CCC(=O)N1CC[C@@H]2[C@H](CO)Nc3ccc(C#Cc4cccc(OC)c4)cc3[C@@H]21,-11,15,9,-9,1,-10,-2,-3
CCOC(=O)c1c(C)c(C(=O)NCc2ccccn2)c(C)n1C,3,-6,-3,/,6,2,0,1
COc1cc(CN(C)C(=O)C(=O)c2c[nH]c3ccccc23)ccc1O,-4,-6,0,/,-21,-1,0,1
CCOC(=O)C1=C[C@@H](C(C)(C)C)N(S(=O)(=O)c2ccc([N+](=O)[O-])cc2)[C@H]1c1ccccc1,-10,/,-20,42,6,1,11,-2
CN(CC(=O)Nc1ccc(Cl)cc1)C1=NS(=O)(=O)c2ccccc21,11,8,7,7,32,-6,3,-3
CC(C)C#Cc1ccc2c(c1)O[C@@H](CN(C)C(=O)c1ccncc1)[C@H](C)CN([C@@H](C)CO)S2(=O)=O,4,4,4,-14,-17,4,7,9
C=C(NC(=O)C(=C)NC(=O)c1csc(C2=NC3c4csc(n4)C4NC(=O)c5csc(n5)C(C(C)(O)C(C)O)NC(=O)C5CSC(=N5)/C(=C/C)NC(=O)C(C(C)O)NC(=O)c5csc(n5)C3(CC2)NC(=O)C(C)NC(=O)C(=C)NC(=O)C(=C)NC(=O)C(C(C)C)NC2C=Cc3c(C(C)O)cc(nc3C2O)C(=O)OC4C)n1)C(N)=O (stereo not drawn),/,6,/,46,-8,-7,/,/
CCCNC(=O)N(C)C[C@@H]1Oc2cc(C#CCOC)ccc2S(=O)(=O)N([C@@H](C)CO)C[C@@H]1C,-3,-6,1,/,-7,-2,0,0
O=C(CNS(=O)(=O)c1ccccc1)OCC(=O)c1ccc(Br)cc1,4,5,/,-9,-18,-8,1,-4
CCC(=O)Nc1nc2ccccc2n1CCN1CCOCC1,/,-3,-1,/,20,4,1,-3
CC(C)(C)C(=O)Cn1c(NCCCO)nc2ccccc21,/,-2,-8,/,13,-2,-1,1
C[C@@H]1CCCCO[C@H](CN(C)S(=O)(=O)c2cccs2)[C@H](C)CN([C@H](C)CO)C(=O)c2cc(NC(=O)Cc3ccccc3)ccc2O1,/,5,-5,3,-18,9,-4,-2
CCc1nc(SCC(=O)NC2CCCC2)c2oc3ccccc3c2n1,-54,-1,0,3,18,5,0,-2
C[C@H]1CN([C@@H](C)CO)C(=O)c2cc(NS(=O)(=O)c3cn(C)cn3)ccc2O[C@@H]1CN(C)S(=O)(=O)c1ccc(Cl)cc1,14,/,3,-11,14,0,1,0
O=C(O)c1[nH]c2ccc(Cl)cc2c1CC(=O)N1CCN(C(=O)c2ccco2)CC1,3,7,6,/,/,/,3,-3
CCOC(=O)Cn1c(C)cc(=O)c2ccccc21,-2,-5,-4,10,/,/,-3,-4
O=C1CC2(CCN(C(=O)c3ccc(Cl)cc3)CC2)Oc2ccccc21,0,-4,-1,5,-12,19,0,-1
COc1c(OC(C)=O)c(=O)n2c3ccccc3c3ccnc1c32,25,-2,-4,/,-6,-38,-12,0
COc1cccc(C(=O)N2CCC(n3nccc3NC(=O)C3CCOC3)CC2)c1 (stereo not drawn),/,-7,/,-7,25,7,16,0

# Compounds from the list above containing a tert-butyl group:
SMILES,Statin myotox sup,ARNT TACC3 PPI,PGC1a acetyl inh,PAX8 reporter,GSIS activator,LGR2 antag,Cneo AK release,PglD inh
CCOC(=O)C1=C[C@@H](C(C)(C)C)N(S(=O)(=O)c2ccc([N+](=O)[O-])cc2)[C@H]1c1ccccc1,-10,/,-20,42,6,1,11,-2
CC(C)(C)C(=O)Cn1c(NCCCO)nc2ccccc21,/,-2,-8,/,13,-2,-1,1

# Remaining list, next part:
SMILES,Statin myotox sup,ARNT TACC3 PPI,PGC1a acetyl inh,PAX8 reporter,GSIS activator,LGR2 antag,Cneo AK release,PglD inh
O=C(/C=N/O)NCc1ccncc1,4,-2,1,/,33,8,-2,1
Cc1noc(C)c1S(=O)(=O)Nc1ccc2c(c1)CC(=O)N([C@H](C)CO)C[C@H](C)[C@H](CN(C)C(=O)Nc1ccc(F)cc1)O2,5,-4,0,-4,5,-11,22,5
Cc1ccc(-c2nc3[nH]c(=O)cc(NC(=O)C(C)C)n3n2)cc1,15,-1,5,4,8,6,-3,1
N#Cc1c(C#N)c(-c2ccccc2)n(-c2ccccc2)c1N,/,-4,12,/,-31,-15,/,/
CCCCn1c(N)c(N(CC(C)C)C(=O)c2oc3c(Cl)cccc3c2C)c(=O)[nH]c1=O,/,1,/,23,7,6,/,/
CCN(CC)C(=O)CN(C)S(=O)(=O)c1cccc2nsnc12,-6,-2,11,-6,16,/,-1,2
O=C(CCS(=O)(=O)c1ccc(Cl)cc1)OCC(=O)N1CCCCC1,/,1,-1,/,/,/,-1,0
Cc1ccc(SCCNC(=O)c2ccc(CN3CCOCC3)cc2)cc1,-1,-4,/,36,7,19,1,-3
CCOC(=O)N1CC(=O)Nc2ccc(Br)cc2C1c1ccccc1 (stereo not drawn),/,15,7,11,-17,5,4,0
Cc1cc(C)c(NC(=O)c2ccc3nccnc3c2)c(C)c1,-3,-6,13,-35,-1,2,-2,0
COc1ccc(C(=O)C(C)OC(=O)CCN2C(=O)C3CC=CCC3C2=O)cc1 (stereo not drawn),2,/,-15,-7,19,-7,-1,2
CCOc1ccccc1C(C(=O)NC1CCCCC1)N(C(=O)c1csnn1)C1CC1 (stereo not drawn),35,0,8,-11,17,4,-1,6
O=C(CCN1C(=O)/C(=C/c2ccco2)SC1=S)Nc1ccc(O)cc1C(=O)O,2,10,-5,2,-5,11,1,-5
COCC#Cc1ccc2c(c1)O[C@H](CN(C)C(=O)COC)[C@H](C)CN([C@H](C)CO)S2(=O)=O,19,-10,17,-24,5,-5,-1,-2
CCCCOc1ccc(OCCCC)c2c1NC1(N2)C(=O)N(C(C)=O)c2ccccc21,-14,-4,-9,/,/,/,-2,-2
CC1(c2nnc(-c3ccc(Cl)cc3)o2)CC(c2cccc(Cl)c2)=NO1 (stereo not drawn),10,-1,/,-18,13,-2,3,0
O=C(Cn1cccc1)NC1CCCCCC1,3,-8,26,/,-8,16,-1,2
COc1cc(CN2CCN(Cc3ccco3)CC2)cc(OC)c1,/,11,/,-5,5,-9,/,/
c1ccc(-c2ccnc3nc(N4CCN(c5ccccc5)CC4)nn23)cc1,/,-2,-8,/,/,/,1,9
C[C@H](CO)N1C[C@H](C)[C@H](CN(C)S(=O)(=O)c2cccs2)Oc2ccc(N(C)C)cc2C1=O,5,-5,-3,-6,8,0,0,2
O=C(CCc1nc2ccccc2c(=O)[nH]1)Nc1cccc(S(=O)(=O)N2CCCCC2)c1,-4,-2,/,10,-2,-2,-2,-1
CN1CCN(C(=S)c2cn(Cc3ccc(F)cc3)c3ccccc23)CC1,/,11,/,9,-22,15,/,/
Cc1ccc(S(=O)(=O)Nc2ccc3c(c2)CC(=O)N([C@H](C)CO)C[C@H](C)[C@H](CN(C)C(=O)NC(C)C)O3)cc1,-1,-2,4,-10,8,13,51,1
CCOC(=O)Cn1c(=NC(=O)C2COc3ccccc3O2)sc2cc(S(N)(=O)=O)ccc21 (stereo not drawn),-6,-5,-28,3,-10,-1,3,4
Cc1ccc(S(=O)(=O)NC2CCN(Cc3ccc(OCCO)cc3)CC2)cc1,/,20,-10,-18,/,/,18,-1
CCO[C@@H]1OC(C(=O)N2CCN(Cc3ccc4c(c3)OCO4)CC2)=C[C@H](c2coc3ccccc3c2=O)[C@H]1CCCO,19,0,/,21,-5,14,0,5
CN(C)CC#Cc1ccc([C@@H]2[C@@H](CO)N3CCCCN(C(=O)C4CCC4)C[C@@H]23)cc1,16,-7,2,6,11,-17,1,7
COc1ccc(NC(=O)Nc2ccc3c(c2)CC(=O)N([C@H](C)CO)C[C@H](C)[C@@H](CN(C)C(=O)Nc2c(C)noc2C)O3)cc1,-27,-18,-1,-8,35,-3,0,0
C[C@@H]1CN([C@H](C)CO)C(=O)c2cc(NC(=O)Nc3ccc4c(c3)OCO4)ccc2O[C@@H](C)CCCCO[C@H]1CN(C)S(=O)(=O)c1ccc(F)cc1,/,24,-3,20,-6,7,-8,1

# 4 of the entries above in order of the PglD inh value, lowest first.
SMILES,PglD inh
Cc1ccc(S(=O)(=O)NC2CCN(Cc3ccc(OCCO)cc3)CC2)cc1,-1
Cc1ccc(S(=O)(=O)Nc2ccc3c(c2)CC(=O)N([C@H](C)CO)C[C@H](C)[C@H](CN(C)C(=O)NC(C)C)O3)cc1,1
CCO[C@@H]1OC(C(=O)N2CCN(Cc3ccc4c(c3)OCO4)CC2)=C[C@H](c2coc3ccccc3c2=O)[C@H]1CCCO,5
CN(C)CC#Cc1ccc([C@@H]2[C@@H](CO)N3CCCCN(C(=O)C4CCC4)C[C@@H]23)cc1,7

# Screening data from PubChem.
